XIAP antagonists = XIAP antagonists, biochemical, IAP family, fluorescence polarization (AID 1018) | XIAP BIR domain, fluorescence polarization peptide displacement; higher % means a stronger effect | one-dose displacement, % at 20 µM; IC50 in µM for titrated hits | 200,000 compounds, 0.007% hits; in the data active = displacement above about 50%; also: a part of the inactive calls stands beside numbers as strong as those of hits
AID2073 = disruptors of CaV2.2 binding to Mint1 – biochemical, HTRF (AID 2073) | HTRF protein-protein interaction, Mint1-CaV2.2; higher % means a stronger effect | 290,000 compounds, 0.19% hits | inhibition, % at 20 µM, or IC50 in µM where a hit was titrated; in the data active = inhibition mostly above about 51%, no sharp cut-off; inconclusive = no clear call, values can overlap the other calls; inactive = mostly below about 53%; also: some results filed as inactive read as strong as hits
P. falciparum M1AAP = malaria alanyl aminopeptidase activity blockers – biochemical, fluorogenic H-Leu-NHMec substrate, 1536-well (AID 1445); 220,000 compounds, 0.42% hits; recombinant M1AAP, H-Leu-NHMec fluorogenic kinetic assay; higher % means a stronger effect; inhibition, % at 30 µM; hits with a dose series show IC50 in µM;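 active = primary inhibition above the hit cutoff, then over 50% inhibition at one or more dose response concentrations, cut at about 23% in these data, passing the limit was not always enough; inconclusive = conflicting primary data, or primary hits not chosen for dose response; inactive = low primary inhibition, or under 50% at every dose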;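 also: plate controls were DMSO full reaction for no effect and no enzyme background for full effect; strong numbers were not always called active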
M17LAP inhibition = P. falciparum M17LAP inhibitors, primary screen, biochemical, fluorogenic H-Leu-NHMec substrate, 1536-well (AID 1619) | inhibition, % at 30 µM; hits with a dose series show IC50 in µM | 220,000 compounds, 0.38% hits | recombinant M17LAP, H-Leu-NHMec fluorogenic kinetic assay; higher % means a stronger effect;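 active = compound inhibiting the enzyme by more than half at any dose during confirmatory dose-response retesting; inconclusive = strong single-dose inhibitors picked by rank but not retested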;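 also: plate controls were full reaction with DMSO carrier for no effect and no enzyme background for full effect; strong numbers were not always called active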
SIAH1 antagonists = blockers of Siah-1 interaction with plectin peptide – biochemical, fluorescence polarization, rhodamine-plectin, uHTS, primary screen (AID 1817) | Siah-1 / rhodamine-plectin peptide fluorescence polarization; higher % means a stronger effect | displacement, % at 20 µM, or IC50 in µM where a hit was titrated | 290,000 compounds, 0.02% hits;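 active = displacement of at least 50% at 20 µM, with a fluorescence ratio check between 0.3 and a set limit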;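 also: plate controls were Siah plus tracer with DMSO for no effect and tracer alone without Siah for full effect; strong numbers were not always called active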
LYP inhibition = PTPN22 lymphoid phosphatase activity blockers – biochemical, fluorescence intensity, uHTS (AID 1779). recombinant LYP phosphatase, fluorescence intensity; higher % means a stronger effect. inhibition, % at 11.5 µM, or IC50 in µM where a hit was titrated. 290,000 compounds, 0.054% hits;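 also: plate controls were vehicle with enzyme for no effect and no enzyme for full effect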
Dynein cargo inh = dynein cargo transport inhibition; 220,000 compounds, 0.47% hits; z-score, hits read low; 3617.4 mouse cells, GR-EGFP nuclear translocation imaging; test concentration mostly 20 µM; stimulated with dexamethasone, 1 µM; stronger effect = lower value; AID 1381;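 active = plate z-score of nuclear minus cytoplasmic receptor signal below a set negative limit, without overly bright fluorescence or cell loss, cut at about -3.5 in these data, passing the limit was not always enough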;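 also: z-score of nuclear minus cytoplasmic ring GR-EGFP intensity difference per well; some compounds called inactive have numbers as strong as hits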
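Buffer or medium: tet-free, stripped-serum medium; reagent: dexamethasone at 1.0 µM final, 30 min; incubation: 48 h induction, 1 h compound, 30 min dex at 37 °C; measured by: formaldehyde fixation, Hoechst nuclear stain, 10x automated fluorescence imaging; read-out: nuclear-to-cytoplasmic GR-EGFP distribution per well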
PMI inhibition = human PMI inhibitors, high substrate, primary screen, biochemical, fluorescence intensity, high mannose 6-phosphate (AID 1220); 190,000 compounds, 0.66% hits; inhibition, % at 20 µM, or IC50 in µM where a hit was titrated; recombinant PMI enzyme, coupled fluorescence intensity; higher % means a stronger effect
PMI inhibitors = inhibitors of human PMI, primary screen, biochemical, fluorescence intensity, coupled assay (AID 1209); purified PMI enzyme, coupled fluorescence intensity; higher % means a stronger effect; one-dose inhibition, % at 20 µM; IC50 in µM for titrated hits; 190,000 compounds, 0.42% hits;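 also: plate controls were DMSO vehicle for no effect and wells lacking substrate for full effect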
Dynein cargo inh cytoplasmic EGFP = further read-out of Dynein cargo inh, marked with its call; z-score; measured here: cytoplasmic GR-EGFP intensity; stronger effect = higher value
Dynein cargo inh nuclear GR-EGFP = recorded beside Dynein cargo inh, whose call it bears; z-score; measured here: nuclear GR-EGFP intensity;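 lower value marks the stronger effect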
Dynein cargo inh cell count = recorded beside Dynein cargo inh, whose call it bears; z-score; measured here: cell count per field
The depositor's hits bear a star; ? = inconclusive; · = not tested or not shown. Rule as the data show it, unless noted: active = inhibition above about 50%; inactive = the rest.

SMILES	XIAP antagonists	AID2073	P. falciparum M1AAP	M17LAP inhibition	SIAH1 antagonists	LYP inhibition	Dynein cargo inh	Dynein cargo inh cytoplasmic EGFP	Dynein cargo inh nuclear GR-EGFP	Dynein cargo inh cell count	PMI inhibition	PMI inhibitors
CCOC(=O)c1cc2c3ccccc3n(CC)c2nc1N	-5.8%	25%	2%	9%	-6%	-9%	-0.59	-0.079	-0.24	1.2	-8%	-13%
CCOc1ccc2nc(NS(=O)(=O)c3ccc4c(c3)n(C)c(=O)n4C)sc2c1	-1.7%	-7%	3%	36%	-3%	-4%	0.42	-0.23	0.21	0.4	-21%	-12%
Cc1nc2cc3nc(C)sc3cc2s1	-5.9%	-4%	4%	14%	0%	-4%	-0.027	-0.2	0.18	-0.083	12%	14%
C=CCN1C(=S)N[C@@H]2CS(=O)(=O)C[C@@H]21	·	-11%	5%	-1%	9%	-4%	-0.27	-0.27	-0.11	0.44	·	·
Cc1nn(Cc2c(Cl)cccc2Cl)c(Cl)c1/C=C/C(=O)OCC(=O)NCC(F)(F)F	-3.7%	9%	-2%	-7%	2%	0%	1.3	-0.29	0.92	0.073	2%	11%
COC(CNC(=O)c1ccc2c(c1)nc(C)n2-c1ccc(F)c(F)c1)OC	-7.4%	8%	4%	5%	-4%	-6%	-0.78	-0.14	0.44	-0.073	-11%	-9%
N#C/C(=C/Nc1ccccc1C(=O)O)C(N)=O	·	9%	15%	29%	-6%	1%	0.37	-0.24	0.58	-0.42	·	·
Cc1cc(C)c2c(CC(=O)O)coc2c1	-19%	-6%	-5%	20%	8%	-6%	-0.39	-0.25	0.24	-0.21	11%	9%
COc1ccc(-c2nnn(CC(=O)N(Cc3ccccc3Cl)C(C(=O)NCC3CCCO3)c3ccco3)n2)cc1 (stereo unspecified)	-3.2%	-1%	-3%	9%	2%	1%	-0.31	-0.071	-0.36	0.51	3%	4%
CN(CCc1ccccn1)C(=O)c1cccnc1Oc1ccc(Cl)cc1	·	6%	5%	-1%	15%	-7%	0.13	-0.26	1	-0.21	·	·
CCC(=O)Nc1cc(=O)[nH]c2ncnn12	-2.3%	-1%	-7%	-3%	-2%	-9%	0.0027	-0.22	-0.41	0.054	1%	2%
CCOC(=O)CSc1nc(N2CCOCC2)c2c(c1C#N)CC(C)(C)N(C)C2	-1.3%	4%	2%	-57%	1%	-2%	-0.45	-0.097	0.0071	1.2	46%	17%
COC(=O)Cn1cccc1C(=O)c1ccccc1	-5.8%	6%	0%	6%	-4%	-3%	0.72	-0.17	0.49	-0.24	-5%	1%
Nn1cnnc1N/N=C/c1ccc(Cl)c([N+](=O)[O-])c1	-4.4%	0%	5%	7%	3%	-4%	-0.4	-0.2	-0.8	0.19	60%*	13%
CCCSc1ccc(C(=O)Nc2ccc(F)cc2F)cn1	7.1%	-2%	2%	-1%	3%	-6%	0.17	-0.28	0.7	0.17	-9%	-8%
Cc1cc(=O)nc2c3ccccc3n(CC(=O)Nc3ccccc3Br)n12	·	16%	6%	-2%	1%	-1%	-1.1	-0.21	-0.48	1.1	·	·
Cc1ccc(C)c2[nH]c(=O)c(CCNC(=O)C(C)(C)C)cc12	-2.5%	9%	-3%	5%	-1%	-1%	-0.61	-0.23	-0.055	0.21	3%	7%
COc1ccc(NC(=S)Nc2cccc(C)n2)cc1	·	19%	7%	3%	-3%	-3%	1	-0.22	0.36	-0.44	·	·
CCn1c(SCC(=O)NCc2cccs2)nnc1-c1ccncc1	-4.5%	19%	-4%	0%	-3%	-8%	-0.51	-0.22	-0.26	0.74	1%	-3%
CC(C)Cn1c(-c2ccccc2)nc2ccccc2c1=O	-3.6%	6%	-3%	-1%	0%	-8%	1.3	-0.2	-0.51	-0.25	-3%	2%
C=CCn1c(CCNC(=O)c2cccs2)nnc1SCC(=O)c1ccc(Br)cc1	-2.3%	9%	4%	18%	2%	-6%	-0.87	0.21	-0.13	0.39	2%	2%
Cn1nccc1NC(=O)Nc1ccc(OC(F)(F)F)cc1	·	4%	3%	0%	4%	-2%	-0.46	-0.25	0.38	0.22	·	·
Cc1ccc(S(=O)(=O)N2CCN(S(=O)(=O)c3ccccc3)C2c2ccc(N(C)C)cc2)cc1 (stereo unspecified)	-1.5%	7%	0%	16%	0%	5%	1.2	-0.023	0.8	-0.54	9%	18%
COc1ccc2c(-c3ccccc3)cc(SCC(N)=O)nc2c1	·	19%	·	·	16%	-3%	-0.45	-0.69	-0.45	0.084	·	·
Nc1cc(N)c(OCC(F)(F)F)cc1OCC(F)(F)F	19%	?	7%	1%	47%	-4%	-0.39	-0.15	-0.1	0.11	56%*	-12%
CCOC(=O)c1cn2nc(Oc3cccc(F)c3)ccc2n1	·	5%	2%	8%	12%	-5%	0.23	-0.29	0.52	1.2	·	·
O=C1/C(=C\c2cccs2)SC(=S)N1C1CCS(=O)(=O)C1 (stereo unspecified)	-5.2%	?	5%	11%	0%	-4%	0.2	-0.098	-0.0023	-1.2	12%	13%
CCOc1ccccc1C(=O)Nc1nnc(CC)s1	-3.1%	19%	6%	0%	4%	3%	1.7	-0.07	1.2	-0.82	-6%	0%
NC(=O)[C@@H]1CCCNc2c(I)cc([N+](=O)[O-])cc2C(=O)N[C@@H](CCCN=C(N)N)C(=O)N[C@@H](CCCN=C(N)N)C(=O)N1	-20%	-30%	17%	8%	-8%	-3%	-0.21	-0.28	0.36	0.6	-19%	-19%
O=C(O)COc1ccccc1/C=N/NC(=O)/C(=C\c1ccc2c(c1)OCO2)NC(=O)c1ccccc1	-6.6%	15%	12%	33%	7%	2%	-0.1	-0.33	-0.21	0.5	-6%	-9%
COc1ccc(C2OC34CCCCC3C(C#N)(C#N)C2(C#N)C(=N)O4)cc1 (stereo unspecified)	-2.9%	-1%	13%	-54%	8%	-5%	-2.6	0.32	-1.5	0.32	40%	19%
Cn1c(=O)c2c(nc(NCc3ccco3)n2Cc2ccc(Cl)cc2Cl)n(C)c1=O	-5.0%	7%	-10%	-2%	-1%	3%	-0.2	-0.0019	0.036	0.21	19%	9%
COc1ccc2c(c1)C1NC(=S)NC(C)(O2)C1C(=O)Nc1ccccc1C (stereo unspecified)	-10%	-32%	0%	12%	6%	-4%	-0.4	-0.19	-0.34	0.83	-4%	-2%
Cc1c(C(=O)NCc2ccccc2Cl)oc2c1C(=O)CCC2	-2.7%	-2%	-3%	10%	-4%	-4%	-0.33	-0.23	0.067	0.29	10%	5%
O=C(CSc1ccc2nnc(-c3ccc(Cl)cc3)n2n1)N1CCCC1	-4.4%	21%	·	·	4%	-3%	·	·	·	·	2%	0%
O=C(CCSCc1ccccc1Cl)N1CCN(c2cccc(Cl)c2)CC1	17%	-7%	5%	5%	0%	5%	1.1	-0.056	0.44	-1.3	4%	3%
COCCNC(=O)/C(C#N)=C/c1ccc(N2CCOCC2)o1	1.1%	46%	18%	113µM*	8%	-2%	-0.5	-0.3	-0.57	0.57	-5%	-9%
Cc1nn(Cc2ccccc2)c(C)c1C(=O)OCC(=O)c1cc(C)n(C2CC2)c1C	-8.7%	-8%	15%	12%	1%	1%	-0.87	-0.21	-0.43	1	14%	14%
O=C(CCCCCNc1nc(=S)[nH]c2ccccc12)NCCc1c[nH]c2ccccc12	-8.7%	-15%	2%	12%	-3%	-1%	-0.14	-0.16	-0.021	0.41	12%	20%

Among those listed so far, these contain a Cl atom:
SMILES	XIAP antagonists	AID2073	P. falciparum M1AAP	M17LAP inhibition	SIAH1 antagonists	LYP inhibition	Dynein cargo inh	Dynein cargo inh cytoplasmic EGFP	Dynein cargo inh nuclear GR-EGFP	Dynein cargo inh cell count	PMI inhibition	PMI inhibitors
Cc1nn(Cc2c(Cl)cccc2Cl)c(Cl)c1/C=C/C(=O)OCC(=O)NCC(F)(F)F	-3.7%	9%	-2%	-7%	2%	0%	1.3	-0.29	0.92	0.073	2%	11%
COc1ccc(-c2nnn(CC(=O)N(Cc3ccccc3Cl)C(C(=O)NCC3CCCO3)c3ccco3)n2)cc1 (stereo unspecified)	-3.2%	-1%	-3%	9%	2%	1%	-0.31	-0.071	-0.36	0.51	3%	4%
CN(CCc1ccccn1)C(=O)c1cccnc1Oc1ccc(Cl)cc1	·	6%	5%	-1%	15%	-7%	0.13	-0.26	1	-0.21	·	·
Nn1cnnc1N/N=C/c1ccc(Cl)c([N+](=O)[O-])c1	-4.4%	0%	5%	7%	3%	-4%	-0.4	-0.2	-0.8	0.19	60%*	13%
Cn1c(=O)c2c(nc(NCc3ccco3)n2Cc2ccc(Cl)cc2Cl)n(C)c1=O	-5.0%	7%	-10%	-2%	-1%	3%	-0.2	-0.0019	0.036	0.21	19%	9%
Cc1c(C(=O)NCc2ccccc2Cl)oc2c1C(=O)CCC2	-2.7%	-2%	-3%	10%	-4%	-4%	-0.33	-0.23	0.067	0.29	10%	5%
O=C(CSc1ccc2nnc(-c3ccc(Cl)cc3)n2n1)N1CCCC1	-4.4%	21%	·	·	4%	-3%	·	·	·	·	2%	0%
O=C(CCSCc1ccccc1Cl)N1CCN(c2cccc(Cl)c2)CC1	17%	-7%	5%	5%	0%	5%	1.1	-0.056	0.44	-1.3	4%	3%

Bioassay records: PubChem, several laboratories
